human PMI inhibitors: human PMI inhibitors, high substrate, primary screen, biochemical, fluorescence intensity, high mannose 6-phosphate (AID 1220); 190,000 tested, 0.66% active; one-dose inhibition, % at 20 µM; IC50 in µM for titrated hits; recombinant PMI enzyme, coupled fluorescence intensity; higher % means a stronger effect
WT yeast gro inh: growth inhibition of WT yeast, mitochondrial fusion screen; mitochondrial fusion phenotypic screen, WT strain; inhibition, % at 10 µM; 190,000 tested, 2.1% active; AID 1362; in the data active = inhibition above about 58%; tested in S. cerevisiae
MT stabilizer: stabilizes microtubules in HeLa cells; 200,000 tested, 0.83% active; AID 2205; % tubulin-high responders, % at 10 µM; HeLa tubulin immunostaining HCS, 24 h; share of cells brighter than vehicle mean+2SD;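 active = plate Z-score above 3 for both tubulin-high and condensed-nucleus cell shares, with cell loss under 80%, at 10 µM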;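 note: anti alpha tubulin signal scored within the nucleus-defined area of each cell; some results filed as inactive read as strong as hits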
Dynein transport: dynein cargo transport inhibition | 3617.4 mouse cells, GR-EGFP nuclear translocation imaging; test concentration mostly 20 µM; stimulated with dexamethasone, 1 µM; stronger effect = lower value | 220,000 tested, 0.47% active | z-score, hits read low;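 active = plate z-score of nuclear minus cytoplasmic receptor signal below a set negative limit, without overly bright fluorescence or cell loss, cut at about -3.5 in these data, passing the limit was not always enough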;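 note: z-score of nuclear minus cytoplasmic ring GR-EGFP intensity difference per well; some compounds called inactive have numbers as strong as hits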
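Buffer or medium: tet-free, stripped-serum medium; Also added: dexamethasone, 1.0 µM final; Technique: high-content fluorescence imaging after fixation; Times: 48 h induction, 1 h compound, 30 min dex at 37 °C; Read-out: per-cell GR-EGFP intensity, nucleus versus surrounding cytoplasmic ring, well-averaged.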
human PMI inhibition: MPI enzyme activity inhibition – biochemical, fluorescence intensity, coupled assay, primary screen (AID 1209) | purified PMI enzyme, coupled fluorescence intensity; higher % means a stronger effect | inhibition, % at 20 µM; hits with a dose series show IC50 in µM | 190,000 tested, 0.42% active;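 note: plate controls were DMSO vehicle for no effect and wells lacking substrate for full effect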
Autophagy HCS: modulators of autophagy. 190,000 tested, 0.98% active. AID 463193. MEF GFP-LC3 puncta imaging; test concentration mostly 10 µM. calls only at 10 µM (by protocol);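 active = percentage of spot-positive cells more than 3 SD above its plate mean, without a fluorescence outlier flag or 80% toxicity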;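 note: spot-positive cell cutoff set from DMSO-treated cells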
Insulin prom up: MIN6 insulin promoter up-regulation; 190,000 tested, 0.3% active; z-score at 5 µM; MIN6 insulin promoter-GFP reporter, high-content imaging; stronger effect = higher value;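 active = z-score above 3 at 5 µM with at least 500 cells counted in the well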
Yfh1-depleted yeast: mitochondrial function rescue without frataxin homolog – Friedreich's ataxia, plus single-dose screen, dose response (AID 1465); 220,000 tested, 0.074% active; S. cerevisiae Yfh1-off respiration, WST-1 reduction, 72 h; higher fold induction means a stronger effect; one-dose fold induction at 50 µM; EC50 in µM for titrated hits;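 active = fold induction of absorbance versus untreated yeast above a set limit, then at least 30% activation at any dose in follow-up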;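 note: activators that raise dye reduction in frataxin-depleted yeast; strong numbers were not always called active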
b-catenin transl: alters nuclear translocation of beta-catenin in HeLa cells; immunofluorescence imaging; nuclear translocation activity, % at 5 µM; 190,000 tested, 0.3% active;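 active = nuclear translocation activity above 50% at 5 µM, with a well cell count of 50 or more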;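 note: per-cell ratio of nuclear to cytoplasmic median beta-catenin stain intensity; plate controls were DMSO negative control for no effect and GSK-3 inhibitor IX positive control for full effect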
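Read-out: Nuclear/cytoplasmic beta-catenin signal ratio, % activation | Assay system: Human HeLa cell line | Times: 24 h compound exposure at 37°C, 5% CO2 | Signal: Fluorescence imaging of beta-catenin antibody stain plus DAPI | Dosing: 5 µM primary, 0.02–20 µM confirmation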
WT yeast gro inh mutant strain: second read-out of WT yeast gro inh, no call of its own (marks repeat the call); inhibition, %; mitochondrial fusion phenotypic screen, mutant strain inhibition
Dynein transport cytoplasmic EGFP: recorded beside Dynein transport, whose call it bears; z-score; measured here: cytoplasmic GR-EGFP intensity; stronger effect = higher value
Dynein transport nuclear GR-EGFP: recorded beside Dynein transport, whose call it bears; z-score; measured here: nuclear GR-EGFP intensity;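 lower value marks the stronger effect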
Dynein transport cell count: further read-out of Dynein transport, marked with its call; z-score; measured here: cell count per field
Insulin prom up cell count: also measured in Insulin prom up; calls as there; cell count; measured here: cytotoxicity, nuclei count;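 total cells summed across four imaged fields per well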
b-catenin transl cell count 5 µM: second read-out of b-catenin transl, no call of its own (marks repeat the call); cell count; measured here: cell count, cytotoxicity flag
MT stabilizer Hoechst-high %: recorded beside MT stabilizer, whose call it bears; % Hoechst-high responders; measured here: nuclear condensation Hoechst responders;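 share of cells brighter than vehicle mean plus two SD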
MT stabilizer cytotoxicity %: also measured in MT stabilizer; calls as there; toxicity, %; measured here: cytotoxicity by cell density;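 0% = mean cell density of plate MIN control wells and 100% = no cells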
Autophagy HCS cell loss 18 h: second read-out of Autophagy HCS, no call of its own (marks repeat the call); toxicity, %; measured here: cell loss, nuclei count;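 cell loss after 18 h compound exposure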
Numbers without * were called inactive; i = inactive; / = not tested or not shown. Cut-off read from the data, not from the text of the source, unless noted: active = inhibition above about 50%; inactive = the rest. Rows were taken by chance; overall some 5% were active at least once.

smiles	human PMI inhibitors	WT yeast gro inh	WT yeast gro inh mutant strain	MT stabilizer	MT stabilizer Hoechst-high %	MT stabilizer cytotoxicity %	Dynein transport	Dynein transport cytoplasmic EGFP	Dynein transport nuclear GR-EGFP	Dynein transport cell count	human PMI inhibition	Autophagy HCS	Autophagy HCS cell loss 18 h	Insulin prom up	Insulin prom up cell count	Yfh1-depleted yeast	b-catenin transl	b-catenin transl cell count 5 µM
CCCCC(=O)N1CCCC(c2nc(-c3cccc(OC)c3)no2)C1 (stereo unspecified)	4.6%	5.1	-17.2	3.2	2.5	6.9	1.59	-0.321	0.511	-0.93	12.3%	i	-9.4	-0.26	1444	i	0.1	1024
COc1cc(NS(=O)(=O)c2ccc(NC(=O)C34CC5CC(CC(C5)C3)C4)cc2)ncn1	7.4%	7.4	2.5	4.8	1.6	9.1	3.82	0.441	3.58	-2.91	14.9%	i	6.6	-0.46	876	i	-5.8	1181
COCCNC(=O)CN1C(=O)CSc2cc(S(=O)(=O)N3CCCCCC3)ccc21	/	19.3	10.1	1.3	4.2	9.1	-0.55	-0.0462	-0.143	0.309	/	i	-0.4	/	/	i	/	/
Cc1cc(C(=O)NCc2ccc3c(c2)OCO3)n(-c2ccccc2)n1	2.2%	4.2	-1.7	5.1	2.3	3.3	-0.161	-0.214	0.0406	-0.226	3.7%	i	5.9	0.03	934	i	0.3	1142
CNc1nc(-c2ccc(Cl)cc2)cs1	-6.7%	7.0	7.4	3.9	1.2	3.6	-0.22	-0.198	0.434	0.22	5.5%	i	11.4	-0.15	1111	i	-5.7	904
O=C1COc2ccc(C(=O)CSc3nc4ccccc4c(=O)n3-c3ccc(Cl)c(Cl)c3)cc2N1	9.0%	-2.0	7.3	7.0	7.0	3.8	0.676	-0.0678	0.0949	0.197	15.4%	i	-4.8	/	/	i	2.7	1493
Cn1nccc1CNC(=O)c1ccnn1C	-5.9%	-4.1	-5.4	1.7	2.9	3.7	-0.896	-0.266	-0.853	1.4	-4.9%	i	9.4	0.33	1207	i	0.1	917
Cc1[nH]nc2c1C(=O)CCC2	3.8%	7.2	-13.6	3.4	1.9	2.1	1.16	-0.24	1.56	-1.09	4.8%	i	-3.9	/	/	i	-1.8	1068
N#C/C(=C\c1cc2c(cc1Br)OCO2)C(=O)NCC1CCCO1 (stereo unspecified)	/	/	/	/	/	/	-0.126	-0.279	-0.103	0.91	/	/	/	0.53	1035	i	-0.6	1277
NNC(=S)NCc1ccccc1	/	/	/	/	/	/	-0.469	-0.229	-0.246	0.0572	/	/	/	-0.28	1459	i	0.8	1028
CCc1nc(C)ccc1OC(=O)C12CC3CC(CC(C3)C1)C2	-11.2%	51.1	25.2	4.8	1.9	7.9	0.83	-0.198	0.507	-0.138	-7.4%	i	6.9	-0.21	1445	i	-1.1	1036
CC(C)OP(=O)(OC(C)C)C(O)c1cccc([N+](=O)[O-])c1 (stereo unspecified)	/	/	/	/	/	/	0.218	0.166	0.409	-0.565	/	/	/	-0.54	1074	i	-0.6	1278
CC(=O)Nc1nc2ccc(C(=O)NC3CCCCC3)cc2s1	-12.7%	-6.1	-4.8	3.1	1.8	4.0	-0.242	-0.158	-0.0898	1.48	-18.7%	i	37.0	/	/	i	-4.5	615
CSc1cc(C)c(OCC(=O)Nc2ccc(NC(C)=O)cc2)c(C)c1	-3.3%	-3.0	-1.0	4.1	1.1	8.5	0.154	-0.222	0.123	0.944	-0.7%	i	21.7	-0.22	1322	i	-1.1	966
O=C(C1=NN[C@@H]2C(=O)N(Cc3ccccc3)C(=O)[C@H]12)c1ccc([N+](=O)[O-])cc1	/	/	/	/	/	/	0.902	-0.28	0.0179	0.29	/	/	/	-0.57	1052	i	-0.8	1284
Cc1ccc(Nc2cc(C)nc(-c3ccccc3O)n2)cc1	8.4%	15.0	32.5	1.8	1.5	7.8	-1.13	1.77	-0.104	1.08	14.0%	i	-4.9	-0.25	914	i	/	/
C/C(=N\O)c1ccc(Cl)c(Cl)c1	/	/	/	/	/	/	-0.276	-0.227	0.288	0.0482	/	/	/	-0.07	1051	i	5.2	1087
Cc1cc(C(=O)NNC(=S)NCC(C)C)no1	-1.9%	2.1	15.1	3.6	1.5	10.5	-0.575	-0.187	0.0152	0.152	-10.2%	i	-37.7	0.31	1648	i	-2.5	919
O=C(OCCOc1ccc(Br)cc1)c1ccc(Cl)nc1	13.5%	46.3	12.3	1.9	1.3	1.0	2.44	-0.111	1.22	-0.746	6.2%	i	-8.9	0.46	1396	i	-2.5	1079
COC(=O)C1CCN(CC(=O)Nc2sc3c(c2C#N)CCC3)CC1	-29.7%	15.9	-1.2	3.1	2.3	8.8	0.693	-0.145	0.126	-0.149	-35.0%	i	4.6	-0.14	1681	i	0.4	1393
Cc1nc2sc(C(c3ccco3)N3CCC4(CC3)OCCO4)c(O)n2n1 (stereo unspecified)	/	/	/	3.4	2.3	7.0	-0.811	-0.223	-0.645	0.493	/	i	1.0	/	/	i	/	/
CS(=O)(=O)N1CCN(c2ccccc2[N+](=O)[O-])CC1	-11.3%	-1.1	9.3	3.0	2.4	8.8	1.35	-0.353	1.08	-0.187	-7.9%	i	0.6	0.25	1808	i	-4.9	956
C=CCn1c(CCC(=O)Nc2ccc(C)c(Cl)c2)nnc1SCC(=O)Nc1ccccc1C	12.5%	16.0	12.8	4.1	1.5	8.1	-0.276	-0.214	-0.312	1.2	12.1%	i	17.1	-0.2	1849	i	-1.7	1064
Cc1ccc2nc(SCCC(=O)O)cc(C)c2c1	-2.5%	-15.6	-5.0	0.9	1.2	1.0	-1.24	0.558	-0.428	0.699	-1.2%	i	-0.3	0.28	990	i	-4.6	1094
O=C(CNC(=O)c1cccc(F)c1)OCC(=O)N1CCCCC1	-13.5%	-2.7	-0.5	2.5	2.7	12.6	1.8	0.159	1.14	-0.974	-5.4%	i	-2.8	-0.54	1511	i	-0.9	1079
COc1ccc(-n2c(C)nc3cc(C(=O)NCc4ccco4)ccc32)cc1	-1.0%	24.5	18.6	3.4	1.5	9.9	0.138	-0.22	-0.0533	1.16	4.9%	i	32.3	-0.36	1379	i	-5.7	849
O=C(COC(=O)COc1ccc2ccccc2c1)NCC(F)(F)F	0.0%	12.0	-6.5	3.8	1.9	0.5	-0.164	-0.315	0.00406	0.496	-8.9%	i	4.6	-0.55	1351	i	1.0	1084
COc1ccc(NC(=O)c2ccc3c(c2)NC(=O)CO3)cc1OC	1.7%	-12.5	-10.0	2.3	2.7	10.4	1.55	0.19	1.32	-1.71	-0.7%	i	-5.8	/	/	i	2.7	1108
CCOc1cc(/C=N/Nc2nn3cnnc3c3ccccc23)ccc1O	/	/	/	/	/	/	-0.478	-0.268	0.396	0.407	/	/	/	-0.49	1112	i	0.0	1292
NS(=O)(=O)c1ccc(CNS(=O)(=O)c2cc(Cl)ccc2Cl)cc1	/	/	/	/	/	/	1.55	-0.209	1.57	-1.26	/	/	/	0.61	1201	i	-0.8	1307
CSC(=Nc1cccc(C)c1)NC#N	8.6%	1.1	-30.3	3.2	1.6	5.9	1.13	-0.23	0.384	-1.31	8.8%	i	6.9	-5.35	519	i	-1.3	537

Another view of 3 compounds above:
> CCCCC(=O)N1CCCC(c2nc(-c3cccc(OC)c3)no2)C1 (stereo unspecified)
  human PMI inhibitors = 4.6% | WT yeast gro inh = 5.1 | WT yeast gro inh mutant strain = -17.2 | MT stabilizer = 3.2 | MT stabilizer Hoechst-high % = 2.5 | MT stabilizer cytotoxicity % = 6.9 | Dynein transport = 1.59 | Dynein transport cytoplasmic EGFP = -0.321 | Dynein transport nuclear GR-EGFP = 0.511 | Dynein transport cell count = -0.93 | human PMI inhibition = 12.3% | Autophagy HCS = i | Autophagy HCS cell loss 18 h = -9.4 | Insulin prom up = -0.26 | Insulin prom up cell count = 1444 | Yfh1-depleted yeast = i | b-catenin transl = 0.1 | b-catenin transl cell count 5 µM = 1024
> C/C(=N\O)c1ccc(Cl)c(Cl)c1
  human PMI inhibitors = / | WT yeast gro inh = / | WT yeast gro inh mutant strain = / | MT stabilizer = / | MT stabilizer Hoechst-high % = / | MT stabilizer cytotoxicity % = / | Dynein transport = -0.276 | Dynein transport cytoplasmic EGFP = -0.227 | Dynein transport nuclear GR-EGFP = 0.288 | Dynein transport cell count = 0.0482 | human PMI inhibition = / | Autophagy HCS = / | Autophagy HCS cell loss 18 h = / | Insulin prom up = -0.07 | Insulin prom up cell count = 1051 | Yfh1-depleted yeast = i | b-catenin transl = 5.2 | b-catenin transl cell count 5 µM = 1087
> CC(C)OP(=O)(OC(C)C)C(O)c1cccc([N+](=O)[O-])c1 (stereo unspecified)
  human PMI inhibitors = / | WT yeast gro inh = / | WT yeast gro inh mutant strain = / | MT stabilizer = / | MT stabilizer Hoechst-high % = / | MT stabilizer cytotoxicity % = / | Dynein transport = 0.218 | Dynein transport cytoplasmic EGFP = 0.166 | Dynein transport nuclear GR-EGFP = 0.409 | Dynein transport cell count = -0.565 | human PMI inhibition = / | Autophagy HCS = / | Autophagy HCS cell loss 18 h = / | Insulin prom up = -0.54 | Insulin prom up cell count = 1074 | Yfh1-depleted yeast = i | b-catenin transl = -0.6 | b-catenin transl cell count 5 µM = 1278

Source: PubChem BioAssay (several laboratories)
